# Source: PubChem BioAssay (National Center for Advancing Translational Sciences (NCATS))
# Chronic BCR inh – chronic active BCR signaling inhibition; hit rate 0.05% among 340,000; Potency, µM (doses to about 46.1 µM), inactives show top-dose ratio change, negative = lower green/red ratio, actives largely listed as inhibitors; ABC-DLBCL IkBa-CBG/CBR reporter, luminescence ratio, 4 h; active = well fitted inhibition curve with a large enough effect in the signal ratio, with a control signal flat, not every such curve was filed as active; inconclusive = small, poorly fitted or top-dose-only effect, or effect the other way, or a change in a side signal; the % refers to the signal ratio;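 note: potency is the fitted concentration of half-maximal effect; plate controls were basal doxycycline-induced cells for no effect and cells given 10 µM MG132 for full effect; MG132 reads +100%, hits lower the ratio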
#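 Doxycycline induced both beetle luciferases in TMD8 lymphoma cells; IKK-driven degradation limits the IkappaBalpha-fused green signal, while red luminescence normalises for cell number and nonspecific effects. Compounds tested up to 46 uM, 4 hrs.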
# Giardia killer – Giardia lamblia killing; AID 540267; activity change, % at 7.66 µM, hits read low; hit rate 0.15% among 340,000; Giardia lamblia trophozoite viability; in the data active = activity change below about -80%; inconclusive = between about -30% and that limit;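 note: parasites exposed to compound for two days anaerobically before the ATP read; % is set by controls: 0 for no effect and ±100 for the full control effect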
#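 Luminescence from cellular ATP indicates surviving trophozoites (100 cells/well) following 48 hrs anaerobic compound treatment at 37 deg C; signal develops 15-30 min at room temperature.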
# AT treatment – candidate therapy for ataxia-telangiectasia. […] A-T fibroblasts, KAP-1 phosphorylation AlphaLISA; neocarzinostatin DNA damage 30 min before lysis. Potency, µM (top dose mostly 57.5 µM), inactives show at the top dose activation, most hits filed as activators. hit rate 0.19% among 320,000; note: potency is the fitted concentration of half-maximal effect; % of control where 0% means no effect; nearly all actives have a fitted effect of over 45% in size
#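 hTERT-immortalized A-T patient fibroblasts ([…]), 500 cells/well in OPTI-MEM, 1% FBS, got compounds for 60 min, then NCS for 30 min at 37C. Lysates were then assayed for phospho-KAP-1 by AlphaLISA (anti-pKAP1 donor, anti-KAP1 acceptor beads), 6 hr at 25C.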
# GALK inh – blocks human galactokinase activity | Purified GALK, Kinase-Glo residual ATP luminescence | Potency, µM (highest dose often 57.5 µM), for inactives: at the top dose activity change, negative = inhibition, usual class: inhibitors | hit rate 0.007% among 270,000 | AID 1868; note: potency is the fitted concentration of half-maximal effect; % is set by controls: 0 for no effect and ±100 for the full control effect
#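 Compounds were pin-transferred into ATP buffer (35 uM final), then GALK plus galactose (5 nM, 100 uM final) was added. After 1 h at room temperature, Kinase-Glo Plus was added and luminescence read after 10 min.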
# Coupling enz – inhibits coupling enzyme system, counter-screen for aldolase hits | coupling enzyme system counterscreen, AmpLite Red fluorescence | activity change, negative = inhibition, % at 58.2 µM, hits read low | hit rate 0.67% among 290,000 | AID 2472; in the data active = activity change below about -30%; note: % is set by controls: 0 for no effect and ±100 for the full control effect
#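 First, compound is pin-transferred into glyceraldehyde-3-phosphate coupling-enzyme reagent at 57.5 uM final and held 10 min at RT. Next, substrate, coupling system and AmpLite Red are added. After 20 min RT, fluorescence (525/598 nm) is read.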
# TCR act – T cell receptor activation; Potency, µM (series often up to 9.22 µM), for the others: at the top dose activation of IL-2 secretion, usual class: activators; primary human leukocytes, anti-CD3, IL-2 HTRF, 48 h; 330,000 tested, under 10 active; note: % of control where 0% means no effect
#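 1) Mix primary human leukocytes, a-CD3 beads and compound. 2) Incubate 48 hr. 3) Add HTRF IL-2 reagents (a-IL-2-K, a-IL-2-d2).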
# MLL CXXC-DNA inh – MLL CXXC-DNA interaction inhibition | Q03164 | MLL-CXXC / FITC-HOXA9 DNA fluorescence polarization | Potency, µM (doses to about 115 µM), inactives show at the highest dose activity change, negative = inhibition, actives largely listed as inhibitors | hit rate 0.037% among 290,000 | AID 2662; active = well fitted inhibition curve with a large enough effect in the polarisation, with a control signal flat, not every such curve was filed as active; inconclusive = small, poorly fitted or top-dose-only effect, or effect the other way, or a change in a side signal; inactive = no such curve, though single readings can be large or run the other way; the % refers to the polarisation; note: potency is the fitted concentration of half-maximal effect
#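 Fluorescence polarization: 7 uM MLL-CXXC (stock) preincubated 5 min with compounds, then 50 nM fluorescein-HOX-A9 DNA (stock) added; 30 min ambient. Buffer 50 mM Tris-HCl pH 7.5, 50 mM NaCl, 1 mM DTT, 0.05% BSA.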
# Tb PFK block – inhibitors of T. brucei phosphofructokinase. T. brucei PFK, ADP-Glo luminescence. hit rate 0.17% among 330,000. Potency, µM (titrated, usually from 57.5 µM), without a hit: at the top dose activity, negative = inhibition, usual class: inhibitors. AID 485367. O15648;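 note: potency is the fitted concentration of half-maximal effect; 0% = uninhibited 1x PFK enzyme wells and -100% = no-enzyme wells; nearly all actives have a fitted effect of over 60% in size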
#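 1.25 nM PFK with 0.5 mM F6P and 0.1 mM ATP in 0.1 M TEA pH 8.0, 5 mM MgCl2, incubated 45 min at room temperature; ADP measured by ADP-Glo luminescence; compounds titrated up to 57 uM.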
# KCNH2 WT inh – blocks the wildtype human KCNH2 potassium channel. U2OS, BacMam KCNH2, thallium flux FluxOr; active compounds read low. hit rate 0.37% among 340,000. activity change, % at 1.84 µM. Q12809. AID 720551;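 active = maximum activity change below -70%; inconclusive = maximum activity change between -70% and -50%; inactive = maximum activity change above -50%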; note: % is set by controls: 0 for no effect and ±100 for the full control effect
# Target sequence (Q12809 whole entry, looked up): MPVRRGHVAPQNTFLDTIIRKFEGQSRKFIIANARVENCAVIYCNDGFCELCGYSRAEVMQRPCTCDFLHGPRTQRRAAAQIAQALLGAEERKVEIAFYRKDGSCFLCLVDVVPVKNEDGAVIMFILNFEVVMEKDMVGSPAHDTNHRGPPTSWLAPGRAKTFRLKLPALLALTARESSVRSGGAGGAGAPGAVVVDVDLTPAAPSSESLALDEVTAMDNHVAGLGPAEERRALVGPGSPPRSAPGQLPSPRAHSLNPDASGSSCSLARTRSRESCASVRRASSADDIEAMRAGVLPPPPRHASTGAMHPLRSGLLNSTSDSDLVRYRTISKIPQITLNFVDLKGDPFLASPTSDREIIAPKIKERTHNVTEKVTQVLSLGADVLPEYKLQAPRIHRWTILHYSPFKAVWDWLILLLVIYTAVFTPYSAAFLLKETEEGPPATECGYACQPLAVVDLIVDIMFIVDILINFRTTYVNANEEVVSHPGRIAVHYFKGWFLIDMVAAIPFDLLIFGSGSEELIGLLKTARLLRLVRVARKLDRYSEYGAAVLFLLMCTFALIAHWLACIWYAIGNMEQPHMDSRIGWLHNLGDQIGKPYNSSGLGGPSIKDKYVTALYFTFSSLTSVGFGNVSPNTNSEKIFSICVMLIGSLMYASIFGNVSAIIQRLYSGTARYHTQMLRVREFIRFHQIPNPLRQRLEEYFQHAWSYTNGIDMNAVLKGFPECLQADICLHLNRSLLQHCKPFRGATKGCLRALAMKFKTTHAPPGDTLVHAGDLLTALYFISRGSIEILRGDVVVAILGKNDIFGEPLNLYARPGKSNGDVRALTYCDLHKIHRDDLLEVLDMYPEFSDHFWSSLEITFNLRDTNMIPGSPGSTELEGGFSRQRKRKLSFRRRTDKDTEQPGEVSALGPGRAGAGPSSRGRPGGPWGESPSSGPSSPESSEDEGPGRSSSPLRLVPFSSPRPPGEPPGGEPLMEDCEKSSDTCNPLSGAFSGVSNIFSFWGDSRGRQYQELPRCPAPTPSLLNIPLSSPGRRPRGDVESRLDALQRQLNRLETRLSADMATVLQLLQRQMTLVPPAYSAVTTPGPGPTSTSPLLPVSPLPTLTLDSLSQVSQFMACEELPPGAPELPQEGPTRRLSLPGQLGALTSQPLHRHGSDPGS
#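 U2OS cells transduced with wild-type KCNH2 virus are loaded with FluxOr dye for 45 min, and thallium flux is measured in kinetic reads before and after stimulation buffer. Rate constants are normalized to DMSO controls.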
# TSHR antag – blocks TSH signaling through the human TSH receptor | P16473 | AID 504810 | activity change, negative = inhibition, % at 11.5 µM | hit rate 0.2% among 330,000 | TSHR-expressing cells, TSH-stimulated cAMP HTRF, 2 h; active compounds read low;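 active = activity change below a set negative limit, meaning inhibition stronger than a set level, cut at about -70% in these data; inconclusive = activity change between two set negative limits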; note: % is set by controls: 0 for no effect and ±100 for the full control effect
#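 Antagonism was scored as loss of TSH-driven cAMP in TSHR cells, stimulated with 4nM TSH (EC80) for 2 hours at 37 deg C and detected by homogeneous HTRF competition immunoassay.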
# Active calls of the source: *; ? = inconclusive; . = no result given; & = joins results of further samples; [ ] = dose if it differs, or a comment. Unless noted, calls come from the whole dose curve; as a rule, active = well fitted curve in the direction sought with a large enough effect; inconclusive = small, poorly fitted or top-dose-only effect, or another doubt; inactive = no such curve, though single readings can be large; an effect the other way counts as inactive or inconclusive.
SMILES,Chronic BCR inh,Giardia killer,AT treatment,GALK inh,Coupling enz,TCR act,MLL CXXC-DNA inh,Tb PFK block,KCNH2 WT inh,TSHR antag
Cc1cccc(C)c1NC(=O)CNC(=O)c1ccc2c(c1)NC(=O)CS2,-12%,40[activator],2%,.,.,-62%,.,-1%,7,-7
CCCc1ccc(S(=O)(=O)N2CCN(Cc3ccco3)CC2)cc1,-2%,-4,33%,4%,1,3%,-1%,-9%,0,-18
N#C/C(=C\c1cccc([N+](=O)[O-])c1)C(=O)NCC1CCCO1 (stereo not drawn),?,9,3%,-1%,-3,-3%,22%,3%,4,11
C=CCC[C@@H](Cc1ccc(F)cc1)C(=O)OC[C@@H]1CCCN1C(=O)[C@H](CC=C)CC(=O)N[C@H](CO)Cc1ccccc1,?,9,3%,.,.,-7%,.,3%,16,5
COc1ccc(C(=O)O)cc1NCc1ccc(C)s1,1%,11,2%,0%,-3,6%,-3%,1%,-11,-14
C=CCN1CCN(C(CCC)c2nnnn2Cc2ccco2)CC1 (stereo not drawn),?,-26,0%,0%,4,4%,1%,-1%,21,8
Cc1nc(N)c(C#N)c(-c2ccc3c(c2)OCO3)c1C,0%,6,8%,-2%,-1,.,19%,4%,-10,-18
Cc1c(C(=O)N2CCN(CC(=O)Nc3ccccc3Cl)CC2)oc2ccc(Br)cc12,-1%,1,1%,.,.,-6%,.,-9%,-29,-5
O=C(c1ccc(S(=O)(=O)Nc2cccc(C(F)(F)F)c2)cc1)N1CCN(c2ccccc2O)CC1,-6%,12,1%,.,.,0%,.,0%,6,21
Cc1ccc2oc(-c3ccco3)nc2c1,?,-8&-1,10%,5%,3,-2%,1%,1%,9,-4
CC1CCCCC1NS(=O)(=O)c1ccc(S(=O)(=O)NCc2ccncc2)cc1 (stereo not drawn),12%,-10,18%,4%,0,0%,-19%,-2%,4,-16
Cc1nnc(NC(=O)COc2ccccc2)s1,?,4,.,3%,1,5%,-12%,0%,-3,-6
Cc1cc(=O)c2ccccc2s1,?,2,9%,4%,0,-1%,-1%,1%,-3,26
COc1ccc(CC(=O)N(Cc2cc3cc(OC)ccc3[nH]c2=O)C(C)C)cc1,?,9,-2%,-4%,-4,-3%,0%,0%,-8,-6
CCN(C1CCCCC1)S(=O)(=O)CCNC(=O)c1ccc2c(c1)OCO2,-3%,2,3%,.,.,7%,.,-6%,-4,-8
CCCNC(=O)c1ccccc1NC(=O)CSCc1ccc(OC)cc1,2%,1,2%,-2%,4,5%,0%,0%,5,-3
CCN(CC)C(=O)CSc1nc2cccnc2n1-c1ccccc1OC,-6%,1,-2%,0%,0,-4%,-3%,0%,0,7
Cc1cc(S(=O)(=O)NCc2ccc(N3CCN(C)CC3)cc2)c(C)s1,17%,50[activator],-8%,8%,3,10%,1%,0%,8,1
O=C(O)C1CCCCC1C(=O)Nc1cccc(C(=O)N2CCCCC2)c1 (stereo not drawn),2%,31[activator],2%,0%,6,6%,-3%,-1%,-1,3
O=[N+]([O-])c1ccc(COc2cccc(CNc3ccc(F)cc3)c2)cc1,?,12,3%,0%,-9,-3%[46.1 µM],11%,-5%,20,-41
O=C1NC(=S)N/C1=C/c1ccc(-c2c(Br)cc([N+](=O)[O-])cc2Br)o1,?,.,-1%,-2%,-2,.,19%,?,.,-9
C=CCNC(=S)Nc1c(C(=O)OC)[nH]c2cc(OC)ccc12,12%,-6,14%,-3%,-2,1%,-5%,0%,0,-2
Cc1ccc(S(=O)(=O)N2CCOCC2)cc1C(=O)N1CCCC1,-1%,20,2%,5%,1,-3%,7%,4%,-5,-2
C[C@H](CO)N1C[C@H](C)[C@@H](CN(C)Cc2ccncc2)Oc2c(NS(=O)(=O)c3cn(C)cn3)cccc2C1=O,0%,2,6%,.,.,0%,.,7%,2,-2
CCCCC1=CC2=CC(=O)C(C)(OC(=O)CC)C(=O)C2=CN1Cc1ccc2c(c1)OCO2 (stereo not drawn),5%,-23,-6%,-1%,-1&-11,1%,9%,-2%,3,1
CCn1c(O)c(N=Nc2ccc(Cl)c(C(=O)O)c2)c2ccccc21,?,-22,-14%,-6%,10,-2%,-5%,5%,-11,-5
Cc1ccc(CNCCNCCO)s1,-2%,24,-1%,0%,1,-4%,-3%,3%,-7,12
Cc1cc(C)c(C#N)c(SCc2nc3ccccc3c(=O)[nH]2)n1,2%,4,8%,4%,2,-3%,-6%,0%,1,4
Cc1ccc(S(=O)(=O)CCC(=O)OCCOc2cccc(Br)c2)cc1,0%,-10,5%,.,.,.,.,7%,-10,-8
O=C(NCCc1ccc(Cl)cc1)C12CC3CC(CC(O)(C3)C1)C2,2%,24,7%,-3%,.,1%,-5%,-1%,-2,-9
O=[N+]([O-])c1cc(Oc2cccnc2)cc([N+](=O)[O-])c1,?,-12,3%,.,-2,-3%[46.1 µM],7%,-5%,2,35
O=c1cc(COc2ncnc3ccccc23)nc2sccn12,17%,-13,0%,-1%,1,-5%,0%,-22%,-7,-3
COc1ccc(C(=O)NNC(=O)C(NC(=O)c2ccccc2NC(=O)c2ccco2)C(C)C)cc1 (stereo not drawn),-2%,2,4%,0%,2,10%[46.1 µM],5%,7%,1,9
Cn1ccnc1C(O)c1ccccc1 (stereo not drawn),-2%,-19,0%,-1%,1,3%,-2%,-5%,2,5
O=C(N1CCCCC1)N1CCCN(C(=O)N2CCCCC2)CC1,2%,-1,3%,0%,-2,0%,-3%,-7%,-7,5
COc1ccccc1/C=C/C1NC(=O)NC(C)=C1C(=O)OC(C)C (stereo not drawn),-2%,0,2%,0%,1,8%,-4%,1%,-28,-7
COc1ccc(N2C(=O)C3CCCN3C2c2ccc(C)o2)cc1 (stereo not drawn),1%,13,-1%,-1%,0,-4%,2%,-4%,4,2
O=C(NN1C(=O)/C(=C/c2ccc(O)c(O)c2)SC1=S)c1ccccc1,?,-2,-8%,0%,-4,1%,-8%,0%,15,-13
COC(=O)c1cccc(COC(=O)c2ccc(CS(=O)(=O)c3ccc(C)cc3)cc2)c1,2%,-1,.,-2%,0,-6%,13%,0%,-6,-10
CCCCC(=O)Nc1nn(CCC)c2nc3ccccc3cc12,9%,18,.,-2%,-11,-3%,1%,-11%,-7,-16
COCc1nc(-c2ccc(-c3ccc(C)cc3)nc2OC)no1,-4%,8,19%,0%,-3,-4%,4%,1%,2,-2
CSCCC(NC(=O)c1ccco1)C(=O)OCC(=O)Nc1ncc(Cl)c(C)c1Cl (stereo not drawn),1%,6,-6%,-2%,1,-3%,-8%,-3%,-8,-3
O=S(=O)(Nc1cc2nc3ccccc3nc2n1Cc1ccccc1)c1ccc(Cl)cc1,?,4,25µM*,-1%,-55*,-8%,?,-1%,-15,4
O=C(c1ccc2c(c1)OCO2)N(CC1CCCO1)C1(C(=O)NC2CCCCC2)CCCCC1 (stereo not drawn),?,2,.,2%,-2,.,-7%,-3%,3,8
COc1ccc(/C=N/Nc2nc(Nc3ccccc3)nc(N3CCCC3)n2)cc1[N+](=O)[O-],?,6,-1%,-1%,1,-5%,12%,-1%,-6,-16
CCCCn1c(N(CCOC(C)=O)C(C)=O)nc2ccccc21,1%,-6,-3%,2%,0,-4%,6%,1%,-32,-13
Nc1nc(-c2ccc(C(=O)O)cc2)cs1,-1%,3,-8%,12%,3,3%,0%,-8%,-2,5
Cn1ncc(C(N)=O)c1NC(=S)NC(=O)c1ccc(Br)o1,?,0,2%,1%,-1,-3%,8%,6%,-2,23
O=C(Nc1ccccc1)C1CC(=O)n2ncnc2N1 (stereo not drawn),?,-10,-10%,2%,0,-1%,-4%,0%,-6,5
Nc1nonc1-n1nnc(C(=O)N/N=C/c2c[nH]c3ccccc23)c1-c1ccccc1,0%,3,1%,-1%,.,2%,21%,-2%,-1,-4
COc1cccc(NC(=O)COC(=O)c2cc(S(=O)(=O)N3CCOCC3)ccc2C)c1,?,-3,.,0%,-1,-2%,-9%,-4%,-3,-3
CN(C(=O)C1CCOC1)c1nnc(-c2cnccn2)s1 (stereo not drawn),-3%,7,11%,2%,2,-3%,11%,-6%,-5,8
COc1cc2nc3c4ccccc4n(CC#N)c3nc2cc1OC,?,.,7%,2%,3,.,7%,-1%,.,-6

# Profiles, looked up by structure.
# CCCNC(=O)c1ccccc1NC(=O)CSCc1ccc(OC)cc1 is entered as Chronic BCR inh: 2%; Giardia killer: 1; AT treatment: 2%; GALK inh: -2%; Coupling enz: 4; TCR act: 5%; MLL CXXC-DNA inh: 0%; Tb PFK block: 0%; KCNH2 WT inh: 5; TSHR antag: -3
# Cc1ccc(CNCCNCCO)s1 is entered as Chronic BCR inh: -2%; Giardia killer: 24; AT treatment: -1%; GALK inh: 0%; Coupling enz: 1; TCR act: -4%; MLL CXXC-DNA inh: -3%; Tb PFK block: 3%; KCNH2 WT inh: -7; TSHR antag: 12
